West Nile virus CPE: inhibition of WNV-induced cytopathic effect – cell-based, CPE readout (AID 1621); West Nile virus-infected cells, CPE inhibition; higher % means a stronger effect; one-dose CPE inhibition, % at 10 µM; IC50 in µM for titrated hits; actives 0.02% (n = 290,000); in the data active = a potency from the dose series; inconclusive = CPE inhibition mostly from about 3.7% at the one dose, without a potency; inactive = the rest, 99 in 100 with CPE inhibition below about 2.2%; note: strong numbers were not always called active
CSM14.1 death rescue: protection against thapsigargin-triggered cell killing – 384-well, CSM14.1, ATP luminescence, primary screen (AID 1222). 190,000 tested, under 10 active. cellular ATP content (survival), % at 20 µM, or EC50 in µM where a hit was titrated. CSM14.1 thapsigargin-induced death rescue, ATP luminescence; higher % means a stronger effect;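 active = EC50 below 50 µM in the dose-response confirmation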;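 note: death triggered by thapsigargin at about 15 µM added after 2 h compound pretreatment; cell ATP read after overnight thapsigargin exposure of roughly 18 to 22 hours; normalized against plate controls of thapsigargin alone and 5% DMSO vehicle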
Salmonella PhoP GFP: PhoP-dependent GFP reporter repression – Salmonella Typhimurium, primary screen (AID 1863); S. Typhimurium PhoP-regulated promoter GFP reporter, 4 h; higher % means a stronger effect; actives 0.16% (n = 300,000); inhibition, % at 50 µM; hits with a dose series show IC50 in µM;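 active = inhibition over 29.93%, a cutoff 3 SD above the screen mean, later confirmed by dose response; inconclusive = inhibition over 29.93% but no dose response follow-up; inactive = inhibition at most 29.93% or unconfirmed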;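 note: 0% = low Mg2+ inducing control and 100% = high Mg2+ repressing control; strong numbers were not always called active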
SIAH1 antagonists: Siah-1 peptide-binding antagonists, primary screen, biochemical, fluorescence polarization, rhodamine-plectin, uHTS (AID 1817) | displacement, % at 20 µM, or IC50 in µM where a hit was titrated | actives 0.02% (n = 290,000) | Siah-1 / rhodamine-plectin peptide fluorescence polarization; higher % means a stronger effect;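 active = displacement of at least 50% at 20 µM, with a fluorescence ratio check between 0.3 and a set limit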;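 note: plate controls were Siah plus tracer with DMSO for no effect and tracer alone without Siah for full effect; strong numbers were not always called active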
Yfh1-off respiration: enhancers of respiration in Yfh1-depleted yeast, dose response, Friedreich's ataxia, plus single-dose screen (AID 1465) | S. cerevisiae Yfh1-off respiration, WST-1 reduction, 72 h; higher fold induction means a stronger effect | one-dose fold induction at 50 µM; EC50 in µM for titrated hits | actives 0.074% (n = 220,000);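 active = fold induction of absorbance versus untreated yeast above a set limit, then at least 30% activation at any dose in follow-up; inconclusive = repeats straddling the limit, or above it without dose testing; inactive = fold induction below the set limit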;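 note: activators that raise dye reduction in frataxin-depleted yeast; strong numbers were not always called active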
P. falciparum M1AAP: malaria alanyl aminopeptidase activity blockers – biochemical, fluorogenic H-Leu-NHMec substrate, 1536-well (AID 1445); recombinant M1AAP, H-Leu-NHMec fluorogenic kinetic assay; higher % means a stronger effect; actives 0.42% (n = 220,000); inhibition, % at 30 µM; hits with a dose series show IC50 in µM;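 active = primary inhibition above the hit cutoff, then over 50% inhibition at one or more dose response concentrations, cut at about 23% in these data, passing the limit was not always enough; inconclusive = conflicting primary data, or primary hits not chosen for dose response; inactive = low primary inhibition, or under 50% at every dose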;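 note: plate controls were DMSO full reaction for no effect and no enzyme background for full effect; strong numbers were not always called active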
XIAP antagonists: XIAP antagonists, biochemical, IAP family, fluorescence polarization (AID 1018); XIAP BIR domain, fluorescence polarization peptide displacement; higher % means a stronger effect; displacement, % at 20 µM; hits with a dose series show IC50 in µM; actives 0.007% (n = 200,000); in the data active = displacement above about 50%; note: a part of the inactive calls stands beside numbers as strong as those of hits
M17LAP inhibition: P. falciparum M17LAP inhibitors, primary screen, biochemical, fluorogenic H-Leu-NHMec substrate, 1536-well (AID 1619); inhibition, % at 30 µM, or IC50 in µM where a hit was titrated; recombinant M17LAP, H-Leu-NHMec fluorogenic kinetic assay; higher % means a stronger effect; actives 0.38% (n = 220,000);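 active = compound inhibiting the enzyme by more than half at any dose during confirmatory dose-response retesting; inconclusive = strong single-dose inhibitors picked by rank but not retested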;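 note: plate controls were full reaction with DMSO carrier for no effect and no enzyme background for full effect; strong numbers were not always called active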
PMI inhibition: human PMI inhibitors, high substrate, primary screen, biochemical, fluorescence intensity, high mannose 6-phosphate (AID 1220). inhibition, % at 20 µM; hits with a dose series show IC50 in µM. recombinant PMI enzyme, coupled fluorescence intensity; higher % means a stronger effect. actives 0.66% (n = 190,000); in the data active = inhibition above about 50%
Starred values were filed as active, the others as inactive; i = inactive; ? = inconclusive; nt = no result given.

molecule	M17LAP inhibition	Salmonella PhoP GFP	CSM14.1 death rescue	P. falciparum M1AAP	West Nile virus CPE	XIAP antagonists	Yfh1-off respiration	PMI inhibition	SIAH1 antagonists
O=c1c2ccccc2nnn1COc1cccc(Cl)c1	-6%	2%	-0.6%	8%	0.1%	-4.8%	i	-10%	4%
CC(=O)NC(C(=O)NCC(N)=O)C(C)C (stereo unspecified)	0%	16%	-2.8%	2%	0.6%	3.9%	i	8%	0%
C/C(=N\NS(=O)(=O)c1ccc(Br)cc1)c1cccs1	10%	13%	3.9%	12%	-0.3%	-0.5%	i	2%	0%
O=c1cc(O)nc2n1CCCS2	21%	-14%	-2.7%	2%	0.1%	-1.4%	i	-13%	2%
O=C1c2ccccc2S(=O)(=O)N1CC(O)COc1ccc(Br)cc1 (stereo unspecified)	14%	-13%	-0.7%	-3%	0.0%	-2.9%	i	4%	2%
O=C(Nc1ccc(OC(F)(F)C(F)F)c(NC(=O)c2cccc(F)c2)c1)c1cccc(F)c1	-5%	9%	1.1%	7%	-0.7%	-1.2%	?	-8%	9%
COc1cc(NC(=O)C2CCN(S(=O)(=O)c3cccc4nonc34)CC2)cc(OC)c1	-6%	3%	-0.8%	-2%	nt	-7.0%	nt	8%	4%
Cc1nn(CC(=O)Nc2ccc3c(c2)OCO3)c(C)c1[N+](=O)[O-]	1%	4%	-2.0%	1%	0.7%	-5.5%	i	20%	0%
CCOC(=O)c1[nH]c2c(c1-c1ccc(OC)cc1)C(=O)CC(c1ccc(OC)c(OC)c1)C2 (stereo unspecified)	12%	1%	0.8%	-1%	nt	-7.7%	nt	18%	-4%
O=c1[nH]c(CSc2nnc3ccccn23)nc2ccccc12	-2%	-7%	-0.2%	10%	0.1%	-6.5%	i	-18%	-3%
CCO[C@@H]1OC(C(=O)N2CCN(C)CC2)=C[C@H](C(C)(C)C)[C@H]1CCCO	-1%	-6%	0.7%	0%	-0.5%	3.7%	i	12%	4%
COc1ccc(C2C(C(=O)N3CCCCC3)c3ccccc3C(=O)N2C)cc1 (stereo unspecified)	-1%	-12%	-1.2%	1%	-0.4%	0.0%	i	3%	9%
CC(C)c1ccc(CNC(=O)CCc2ccccc2)cc1	-1%	-16%	0.8%	3%	-0.7%	-9.6%	i	5%	0%
Cc1nnsc1SCCNC(=O)Nc1ccc(Cl)cc1	4%	-6%	-1.2%	5%	-0.2%	-5.4%	i	3%	-3%
O=c1c2sc3ccccc3c2[nH]c(=S)n1CCN1CCOCC1	0%	-6%	0.5%	12%	-0.7%	-2.5%	i	10%	1%
CCC(C)(C)NC(=O)C(c1cccn1C)N(C(=O)Cn1nnc2ccccc21)c1ccc(NC(C)=O)cc1 (stereo unspecified)	-8%	2%	-0.7%	-4%	-0.2%	-22%	i	18%	0%
Cc1ccccc1C(=O)N/N=C/c1ccncc1	5%	7%	-0.5%	4%	-0.6%	-1.5%	i	3%	-2%
Cc1ccc(Nc2c(-c3ccc(C)o3)nc3cnccn23)cc1	-5%	4%	1.4%	9%	-0.2%	-2.4%	i	-1%	0%
Cc1cc(O)c(N)c(C)c1Cl	15%	-2%	-2.0%	5%	-0.9%	-6.6%	i	45%	-4%
Cc1cc(C)c(S(=O)(=O)NCC(CCC(=O)O)C(F)(F)F)c(C)c1 (stereo unspecified)	2%	-2%	nt	2%	1.5%	-6.0%	i	-17%	7%
CCn1c(SCC(=O)Nc2nc(-c3ccccc3)cs2)nnc1-c1ccccc1O	4%	11%	-5.1%	14%	0.0%	-8.0%	i	0%	-5%
Cc1nn(Cc2ccccc2)c(C)c1C(=O)NCCN1C(=O)S/C(=C\c2ccc(F)cc2)C1=O	13%	-4%	-3.6%	5%	-1.1%	-5.1%	i	-9%	-4%
CCOC(=O)C1=NN(C(=O)c2ccc(C)cc2)C(O)(c2ccc(Cl)cc2)C1 (stereo unspecified)	16%	-6%	-4.1%	17%	0.2%	-2.3%	i	-9%	3%
CCC1CCCCN1C(=O)Nc1cc(Cl)ccc1OC (stereo unspecified)	-2%	-6%	-0.8%	2%	-1.1%	-4.8%	i	11%	2%
COc1ccc(OCCNS(=O)(=O)c2ccccc2)cc1	1%	13%	2.2%	-8%	-0.2%	-2.6%	i	2%	7%
CCCCNC(=O)c1ccccc1NC(=O)c1ccc2c(c1)OCO2	-1%	-5%	-1.1%	0%	0.6%	-3.0%	i	-1%	4%
Cc1ccc(NC(=S)N/N=C2/CCCCc3ccccc32)cc1	18%	2%	nt	-5%	-0.4%	nt	i	nt	1%
O=C1Nc2ccccc2S/C1=C/c1cccs1	5%	0%	nt	6%	0.5%	nt	i	nt	4%
CCNC(=O)Nc1ccccc1C(=O)OC	-7%	-2%	-0.4%	1%	0.3%	-1.7%	i	-6%	-5%
Cc1cc(C)nc(-n2nc(C)cc2NC(=O)CNCc2ccccc2)n1	-12%	1%	-2.6%	9%	0.1%	-9.4%	i	14%	0%
CCOC(=O)c1c(NC(=O)c2ccccc2Cl)sc2c1CCc1ccccc1-2	0%	6%	-2.5%	3%	-1.6%	-2.7%	i	17%	-1%
Cc1ccc2nc(Cl)c(C3CC(c4cccs4)=NN3C(=O)CCC(=O)O)cc2c1 (stereo unspecified)	-11%	15%	0.5%	-1%	-0.8%	-4.0%	i	11%	13%
CCc1nnc(NC(=O)Nc2ccc(OC)cc2)s1	2%	-10%	1.1%	3%	0.1%	-3.0%	i	-2%	1%
O=C(NCc1ccc2c(c1)OCO2)c1ccc(=O)[nH]c1	0%	-3%	-0.7%	7%	-0.1%	-6.2%	i	4%	7%
COc1ccc(C)cc1NCC(=O)Nc1ccc(C(C)(C)C)cc1	-3%	3%	3.7%	7%	-0.4%	-1.3%	i	16%	1%
Cc1c(C2N3CC4(C)CN2CC(C)(C3)C4=O)c2ccccc2n1C (stereo unspecified)	7%	2%	-1.1%	4%	0.7%	-3.0%	i	7%	1%
Fc1ccc(/C=N/Nc2nnnn2-c2ccccc2)cc1	22%	6%	-0.9%	9%	0.5%	15%	i	4%	3%
COC(=O)C(NC(=O)C(C)NC(=O)OCc1ccccc1)C(C)C (stereo unspecified)	-5%	1%	nt	-5%	0.6%	nt	i	nt	2%
C/C(=N\OCC(=O)Nc1ccccc1C(=O)O)c1cccs1	6%	-12%	-1.1%	5%	0.4%	-9.3%	i	5%	-1%
C=CCn1cnc2c(c1=O)c1nc3ccccc3nc1n2-c1ccccc1	nt	nt	-0.6%	nt	nt	-0.9%	nt	12%	-5%
COC(=O)c1oc2ccccc2c1-n1cccc1	3%	14%	0.6%	6%	0.2%	-1.2%	i	7%	0%
COc1cc(C2C(C#N)=C(C)NC3=C2C(=O)CC(C)(C)C3)ccc1OCCO (stereo unspecified)	-10%	1%	1.5%	11%	0.2%	-4.5%	i	5%	-1%
CCOc1ncccc1C(=O)OCC(=O)Nc1c(C)cccc1C	15%	-11%	-1.6%	11%	nt	-1.5%	nt	0%	0%
Cc1nn(-c2ccccc2)c(C)c1C(=O)OCC(=O)N(C)C1CCS(=O)(=O)C1 (stereo unspecified)	2%	-9%	-2.1%	9%	0.0%	-4.5%	i	-9%	1%
CN(CC(=O)Nc1ccc(S(N)(=O)=O)cc1)c1ccccc1	-6%	2%	-3.2%	3%	0.1%	1.0%	i	3%	-2%
COc1ccc(N(C(=O)CNC(=O)c2ccco2)C(C(=O)NC2CCCC2)c2ccncc2)cc1 (stereo unspecified)	14%	9%	0.8%	1%	-0.6%	-12%	i	18%	1%
CC(NC(=O)COC(=O)c1cc(NS(=O)(=O)c2ccc(Cl)c([N+](=O)[O-])c2)ccc1O)C1CC2CCC1C2 (stereo unspecified)	-11%	9%	11%	10%	-1.3%	-4.9%	i	5%	11%
Cc1cccc2sc(NC(=O)CCn3cccc3)nc12	0%	-8%	-0.4%	8%	-0.7%	-4.0%	i	-23%	11%
Cc1ccc(-c2nc(CS(=O)CC(=O)NCCN3CCCC3)c(C)o2)cc1 (stereo unspecified)	4%	0%	1.0%	10%	-0.1%	-4.0%	i	-8%	1%
CCOC(=O)c1ccc(NC2c3ccccc3C(=O)N2c2cccnc2)cc1 (stereo unspecified)	-4%	-2%	nt	0%	-0.4%	-9.1%	i	8%	3%

(more compounds)
molecule	M17LAP inhibition	Salmonella PhoP GFP	CSM14.1 death rescue	P. falciparum M1AAP	West Nile virus CPE	XIAP antagonists	Yfh1-off respiration	PMI inhibition	SIAH1 antagonists
CCS(=O)(=O)N1CCCC(C(=O)NCc2ccc(C)cc2)C1 (stereo unspecified)	0%	-8%	15%	-3%	-0.3%	-2.8%	i	1%	-4%
CCOC(=O)N/N=C/c1cn(Cc2ccc(F)cc2)c2ccccc12	-21%	-8%	nt	5%	-0.1%	nt	i	nt	8%
O=c1[nH]c(SCc2nc3ccccc3n2Cc2ccccc2)nc2ccccc12	-1%	-10%	-0.7%	18%	0.0%	-8.5%	i	-3%	-4%
CC(=O)Nc1nc2ccc(NC(=O)c3ccco3)cc2s1	13%	5%	-5.6%	0%	2.2%	-5.1%	i	0%	3%
CC(C)N1C(=S)SC(C)(C)C1n1oc(=O)n(-c2ccc(Cl)c(Cl)c2)c1=O (stereo unspecified)	2%	6%	-3.0%	1%	nt	-0.5%	nt	8%	1%
O=C(NC(=S)Nc1ccc(C(F)(F)F)cc1)c1csnn1	2%	-7%	0.0%	-2%	0.4%	-4.3%	i	-15%	2%
NC(=O)C1CCN(C(=O)c2ccc(CS(=O)(=O)c3c(Cl)cccc3Cl)o2)CC1	2%	-1%	2.5%	18%	0.2%	-2.5%	i	-2%	2%
COc1cc(OC)cc(-c2nnc(SCC(=O)N(C(C)C)C(C)C)o2)c1	-3%	-8%	-0.1%	8%	-0.8%	-7.7%	i	-3%	-9%
Cc1ccc(NC(=O)N2CCCC2c2cccs2)cc1 (stereo unspecified)	4%	0%	1.4%	-2%	-0.7%	-6.4%	i	14%	-3%
O=C(NCc1ccc(F)cc1)c1ccc(N2CCc3ccccc32)c([N+](=O)[O-])c1	-16%	-4%	1.2%	4%	-1.8%	-7.3%	i	16%	5%
